EBI2 block = blocks human EBI2 receptor beta-arrestin signaling; EBI2 beta-arrestin recruitment, luminescence, 7a,25-OHC stimulated; inhibition, % at 5 µM; 0.81% of 360,000 active; AID 651636; in the data active = inhibition above about 38%;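 note: enzyme fragment complementation signal reports receptor beta-arrestin coupling in cells; 0% = agonist plus DMSO wells and 100% = wells without agonist; some results beyond the cut were filed as inactive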
Target sequence (P32249 whole entry, looked up, the tested form may be a part): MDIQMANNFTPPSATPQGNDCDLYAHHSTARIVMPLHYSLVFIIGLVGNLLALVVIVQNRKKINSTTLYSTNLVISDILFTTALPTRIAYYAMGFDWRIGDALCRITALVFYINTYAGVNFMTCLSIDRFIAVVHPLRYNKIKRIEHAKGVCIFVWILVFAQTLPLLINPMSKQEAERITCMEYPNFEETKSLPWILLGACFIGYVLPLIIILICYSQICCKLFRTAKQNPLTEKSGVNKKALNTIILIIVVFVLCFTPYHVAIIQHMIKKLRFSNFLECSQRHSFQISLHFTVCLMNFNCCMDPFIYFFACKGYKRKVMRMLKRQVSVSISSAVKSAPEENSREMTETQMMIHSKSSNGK
UPR XBP1 act = adaptive UPR (XBP1) activation; activation, % at 20 µM; CHO-XBP1 luciferase reporter, IRE1-XBP1 UPR activation, luminescence; percent of tunicamycin response, DMSO as zero; 0.33% of 330,000 active;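 active = versus positive control, 20 µM dose yields 30% or more activation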;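 note: 100% = tunicamycin at 10 µg/mL and 0% = DMSO only wells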
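Material – CHO cell line with stable XBP1 luciferase reporter · Buffer or medium – F12 plus 10% FBS · Compound – single point, 20 µM final compound, 1% DMSO · Schedule – 16-18 h cell attachment at 37 °C, then 6 h compound exposure · Signal – Steady-Glo luminescence read · Benchmarks – high control tunicamycin 10 µg/mL final, low control DMSO vehicle only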
Gli-Sufu block = Gli-Sufu pathway antagonism; inhibition, % at 5 µM; 0.74% of 340,000 active; Sufu-KO-LIGHT fibroblasts, Gli luciferase reporter luminescence; AID 588413;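 active = inhibition above about 55%, limit read from the data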;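 note: 0% = DMSO-treated cells and 100% = wells with medium but no cells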
697 NFkB inh = inhibitors of the PMA/ionomycin-induced NF-kB reporter in 697 B cells; inhibition, % at 4 µM; 0.33% of 330,000 active; 697 B-cell NF-kB luciferase reporter, 16 h; in the data active = inhibition above about 35%
Jurkat NFkB inh = inhibitors of the PMA/ionomycin-induced NF-kB reporter in Jurkat cells. PMA/ionomycin-induced NF-kB luciferase reporter, luminescence. inhibition, % at 4 µM. 0.53% of 330,000 active; in the data active = inhibition above about 50%
UPR CHOP act = apoptotic UPR (CHOP) activation. CHO-CHOP luciferase reporter, luminescence; percent of tunicamycin response over DMSO baseline. activation, % at 10 µM. 0.34% of 330,000 active;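 active = at 10 µM dose, activation of 40% or more, normalized to positive control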;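 note: 100% = tunicamycin at 10 µg/mL and 0% = DMSO alone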
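Evaluation: % reporter activation, DMSO baseline versus tunicamycin full activation; System: CHO-CHOP luciferase reporter cell line; Input: 500 cells/well; Incubation: 6 h compound treatment, 37 °C; Measured by: Steady-Glo luciferase luminescence; Dosing: one dose, 10 µM in 0.5% DMSO; Buffer or medium: F12 medium, 10% FBS; Benchmarks: positive tunicamycin 10 µg/mL, negative DMSO alone.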
CCR6 antag = antagonists of human CCR6 receptor; P51684; CHO-K1 CCR6 PathHunter beta-arrestin, luminescence, CCL20-stimulated; inhibition, % at 20 µM; 0.49% of 340,000 active; AID 493098;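 active = compounds whose inhibition of the agonist-driven luminescence signal at 20 µM reaches about 50%, limit read from the data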;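 note: cells stimulated with CCL20 at 14 nM final; plate controls were DMSO with CCL20 for no effect and DMSO without agonist for full effect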
Target sequence (P51684 whole entry, looked up): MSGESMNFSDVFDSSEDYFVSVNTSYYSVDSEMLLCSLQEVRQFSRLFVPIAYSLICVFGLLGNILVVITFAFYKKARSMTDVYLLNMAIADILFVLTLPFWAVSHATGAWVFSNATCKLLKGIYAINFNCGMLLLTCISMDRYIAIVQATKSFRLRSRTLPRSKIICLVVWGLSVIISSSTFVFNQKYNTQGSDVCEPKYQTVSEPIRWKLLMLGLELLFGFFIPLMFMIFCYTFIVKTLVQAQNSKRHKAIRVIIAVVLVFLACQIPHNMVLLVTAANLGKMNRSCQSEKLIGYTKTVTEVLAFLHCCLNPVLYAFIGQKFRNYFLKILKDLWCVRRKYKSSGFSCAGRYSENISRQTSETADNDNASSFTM
CXCR6 block = CXCR6 (human) receptor inhibition | inhibition, % at 20 µM | O00574 | 0.36% of 360,000 active | CHO-K1 PathHunter CXCR6 beta-arrestin, luminescence; in the data active = inhibition above about 34%, passing the limit was not always enough;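 note: antagonist mode with CXCL16 agonist at 10 nM final; 0% = 10 nM CXCL16 with DMSO and 100% = unstimulated wells without agonist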
Target sequence (O00574 whole entry, looked up): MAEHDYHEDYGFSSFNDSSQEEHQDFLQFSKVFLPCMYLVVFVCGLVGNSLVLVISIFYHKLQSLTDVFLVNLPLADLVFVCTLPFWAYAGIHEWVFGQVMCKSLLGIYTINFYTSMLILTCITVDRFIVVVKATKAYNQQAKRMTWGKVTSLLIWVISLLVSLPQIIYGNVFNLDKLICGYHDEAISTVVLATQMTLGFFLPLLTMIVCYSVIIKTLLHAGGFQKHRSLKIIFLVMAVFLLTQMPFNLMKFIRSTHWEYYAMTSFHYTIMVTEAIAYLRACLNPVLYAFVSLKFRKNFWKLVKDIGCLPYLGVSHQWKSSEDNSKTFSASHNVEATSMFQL
Mdm2-MdmX inh = human Mdm2/MdmX binding inhibition | O15151+Q00987 | SaOS-2 split-luciferase Mdm2/MdmX complementation, luminescence | inhibition, % at 8 µM | 3% of 330,000 active | AID 485346;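 active = inhibition of at least 50% at 8 µM in the primary screen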
An asterisk follows results filed as active; . = no result given.

1) COc1ccc2nc(C)cc(NCc3ccc(F)cc3)c2c1
2) Cc1noc(/C=C/c2ccco2)c1S(=O)(=O)N1CCC(C(=O)Nc2ccc(Cl)cn2)CC1
3) CC(OC(=O)c1nc(Cl)ccc1Cl)C(=O)NC1CCCCC1C (stereo unspecified)
4) CCOC(=O)c1cn(-c2c(C)n(C)n(-c3ccccc3)c2=O)c2c(F)c(F)c(F)cc2c1=O
5) Cc1cccc(NC(=O)c2ccc(Cn3cc(C(F)(F)F)ccc3=O)cc2)c1
6) C#CC(C)(CC)NC(=O)c1cc2cccc(CC=C)c2oc1=O (stereo unspecified)
7) CC(C)CNc1nc(=S)nc(N(C)C)[nH]1
8) Cc1ccc2nc(-c3ccccc3)cc(C(=O)N3CCN(S(=O)(=O)c4c(C)noc4C)CC3)c2c1
compound no.,1,2,3,4,5,6,7,8
CCR6 antag,9,7,7,11,8,4,0,-4
697 NFkB inh,-15,7,18,14,-2,7,-1,-9
UPR CHOP act,0.0,-1.7,1.6,0.5,-0.7,1.8,-0.9,1.2
UPR XBP1 act,-1,-2,-4,1,-3,-1,-1,2
EBI2 block,9,19,2,0,-8,5,-5,-35
CXCR6 block,-2,4,0,-6,3,6,-1,-4
Gli-Sufu block,32,12,4,4,-16,3,-3,8
Jurkat NFkB inh,-11,19,4,-2,13,7,-4,-1
Mdm2-MdmX inh,30,39,-17,7,-7,13,-50,22

9) COc1ccc(CC(=O)Nc2ccc(S(=O)(=O)N3CCN(C)CC3)cc2)cc1
10) Cc1ccccc1OCCN1C(=O)c2ccccc2C1=O
11) CCn1cc(S(=O)(=O)N2CCN(Cc3ccc(F)cc3)CC2)cn1
12) Nc1nc(SCc2ccccc2[N+](=O)[O-])c2ncn(Cc3ccccc3)c2n1
13) NS(=O)(=O)c1ccc(NC(=S)NC2CCCCC2)cc1
14) Cc1ccc(S(=O)(=O)NCCCCCC(=O)NC(C)(C)CO)cc1
15) COCC(=O)NC1CCN(C(=O)Nc2ccc(Br)cc2)CC1
16) CCCc1ccc(C(=O)NNc2cccc(C)c2)cc1
compound no.,9,10,11,12,13,14,15,16
CCR6 antag,3,6,-11,21,2,-5,-12,28
697 NFkB inh,10,-64,13,.,13,4,8,-13
UPR CHOP act,0.8,3.9,1.3,.,2.7,0.9,-2.2,3.8
UPR XBP1 act,-1,-4,-1,.,-2,-1,1,4
EBI2 block,7,8,-1,15,-10,-12,-5,27
CXCR6 block,-6,7,0,9,0,-6,-6,24
Gli-Sufu block,-7,-38,3,-1,-3,-13,3,-9
Jurkat NFkB inh,-8,-5,0,.,10,7,0,1
Mdm2-MdmX inh,-9,1,-25,.,29,-8,-2,-9

In the list so far, 2 contain a Cl atom.
2) Cc1noc(/C=C/c2ccco2)c1S(=O)(=O)N1CCC(C(=O)Nc2ccc(Cl)cn2)CC1
3) CC(OC(=O)c1nc(Cl)ccc1Cl)C(=O)NC1CCCCC1C (stereo unspecified)
compound no.,2,3
CCR6 antag,7,7
697 NFkB inh,7,18
UPR CHOP act,-1.7,1.6
UPR XBP1 act,-2,-4
EBI2 block,19,2
CXCR6 block,4,0
Gli-Sufu block,12,4
Jurkat NFkB inh,19,4
Mdm2-MdmX inh,39,-17

Continued.
17) Cc1ccc(NS(=O)(=O)c2ccc3c(c2)NC(=O)CCS3)c(Br)c1
18) O=C(Nc1cc(Br)ccc1O)c1cc(-c2ccccc2)on1
19) COc1ccc(/C=N/Nc2ncc(-c3ccccc3)cn2)c(OC)c1
20) O=C(O)C1CSC(c2ccc(O)c([N+](=O)[O-])c2)N1 (stereo unspecified)
21) Cc1ccc(CSC2=NCCN2S(=O)(=O)c2ccc(F)cc2)cc1
22) COP(=O)(OC)c1nc(-c2ccc([N+](=O)[O-])cc2)oc1N1CCCCC1
23) COc1ccccc1N1CC=C(c2cccc([N+](=O)[O-])c2)NC1=O
24) COc1ccccc1CNC(=O)CCS(=O)(=O)c1cccs1
compound no.,17,18,19,20,21,22,23,24
CCR6 antag,-1,-4,0,23,4,1,12,14
697 NFkB inh,8,-181,5,.,-26,16,14,-3
UPR CHOP act,4.1,3.0,-0.2,.,-1.8,3.3,1.0,-0.2
UPR XBP1 act,-6,1,5,.,-1,1,0,-1
EBI2 block,-9,-4,1,10,3,-5,4,-5
CXCR6 block,-7,-11,11,10,-4,-4,-2,6
Gli-Sufu block,1,3,-1,1,-17,5,-1,-1
Jurkat NFkB inh,1,-32,18,.,1,-11,15,-8
Mdm2-MdmX inh,12,3,11,.,-6,0,-15,-35

25) CCOc1ccc(CN2CCN(Cc3cccn3-c3cccnc3)CC2CCO)cc1 (stereo unspecified)
26) Cc1nn(C)c(C)c1/C=C/C(=O)c1cccs1
27) CC1CN(C(=O)c2cc3c(=O)n4ccccc4nc3s2)CC(C)O1 (stereo unspecified)
28) O=C(NCCCN1CCCC1=O)c1cccc(S(=O)(=O)Nc2ccccc2Cl)c1
29) O=C(NCCNC(=O)c1ccccn1)c1ccc(Cl)cc1
30) CCn1c(=S)[nH]c2cc(Cl)ccc21
31) Cc1cc(NC(=O)COC(=O)C2CC(=O)N(c3ccc(Br)cc3)C2)no1 (stereo unspecified)
32) CCN(CC)CCCn1c2c(c(SCC(=O)Nc3ccc4c(c3)OCO4)nc1=O)CCC2
compound no.,25,26,27,28,29,30,31,32
CCR6 antag,-4,-16,-16,-2,3,-4,4,21
697 NFkB inh,5,-37,8,7,6,-4,9,-31
UPR CHOP act,1.1,3.6,-0.5,-0.7,2.8,0.0,0.1,-0.1
UPR XBP1 act,0,5,-2,0,-7,0,5,-1
EBI2 block,-2,-6,-4,-9,-3,11,-2,0
CXCR6 block,-1,0,1,2,-3,-14,2,0
Gli-Sufu block,-5,-1,1,-2,-25,2,11,29
Jurkat NFkB inh,10,-62,-8,-5,10,-9,3,-10
Mdm2-MdmX inh,5,2,-9,-22,-4,14,-3,11

One compound at a time, from the list above. Order of screens: CCR6 antag | 697 NFkB inh | UPR CHOP act | UPR XBP1 act | EBI2 block | CXCR6 block | Gli-Sufu block | Jurkat NFkB inh | Mdm2-MdmX inh
Cc1ccc(NS(=O)(=O)c2ccc3c(c2)NC(=O)CCS3)c(Br)c1 as listed: -1 | 8 | 4.1 | -6 | -9 | -7 | 1 | 1 | 12
C#CC(C)(CC)NC(=O)c1cc2cccc(CC=C)c2oc1=O (stereo unspecified) as listed: 4 | 7 | 1.8 | -1 | 5 | 6 | 3 | 7 | 13

Additional results.
33) CCOc1ccc2nc(SCC(=O)NCc3ccccc3)[nH]c2c1
34) CN(Cc1ccccc1)C1CCCN(C(=O)c2ccc(Cl)s2)C1 (stereo unspecified)
35) CCN(CC)C(=O)[C@H]1C[C@H](CC(=O)NCCC2=CCCCC2)C(=O)N2CCc3c([nH]c4cc(CCC(=O)N(C)C)ccc34)[C@]12C
36) Cc1ccc(C(=O)Nc2cccc(NC(=O)c3ccc(C)c([N+](=O)[O-])c3)n2)cc1[N+](=O)[O-]
37) CCCn1ncc(CN2CCC(N3CCC(C(=O)N4CCOCC4)CC3)CC2)c1C
38) Cc1ccc(C)c(N(C)C(=O)CCS(=O)(=O)c2cccc3nonc23)c1
39) CC(C)OC(=O)CSc1nnc(-c2cnccn2)n1-c1ccccc1
40) Cc1ccc(NC(=O)CCCc2nc3ccccc3s2)c(O)c1
compound no.,33,34,35,36,37,38,39,40
CCR6 antag,9,23,27,13,5,7,-5,5
697 NFkB inh,-5,-7,9,-5,-15,8,9,8
UPR CHOP act,0.4,-1.0,1.0,5.9,0.1,-1.6,-0.8,-2.1
UPR XBP1 act,-5,0,-2,4,-1,-2,0,-2
EBI2 block,-7,9,3,-20,-2,-11,-8,-11
CXCR6 block,-4,2,3,-8,2,3,7,0
Gli-Sufu block,16,14,9,3,-3,-6,-7,-10
Jurkat NFkB inh,-21,15,.,1,5,1,1,-11
Mdm2-MdmX inh,10,1,17,33,-22,12,-1,12

41) Cc1ccc(C(C)C)c(OCC(=O)NNC(=O)Cc2ccc(S(=O)(=O)N3CCOCC3)s2)c1
42) COc1ccccc1Oc1ccnc2cc(Cl)ccc12
43) CCN(CC(=O)NCc1cccs1)C(=O)c1cccc(S(=O)(=O)N2CC(C)OC(C)C2)c1 (stereo unspecified)
44) CCOC(=O)c1c(C)[nH]c(C)c1S(=O)(=O)N(C)CC(=O)NCc1cccc(Br)c1
45) COc1ccc(NC(=O)CSCC(=O)N2CCCc3ccccc32)cc1
46) CCOC(=O)N1CCN(S(=O)(=O)c2ccc(C(=O)Nc3nnc(C4CC4)o3)cc2)CC1
47) COc1ccc(CCNC(=O)c2cc(=O)c3cc(C)ccc3o2)cc1
48) COc1ccc(NC(=O)c2cc(OC)c(OC)c(OC)c2)cc1S(=O)(=O)N1CCCCC1
compound no.,41,42,43,44,45,46,47,48
CCR6 antag,10,16,-11,8,5,12,22,-2
697 NFkB inh,4,-9,-34,-23,-30,-12,13,33
UPR CHOP act,-0.4,1.2,0.5,-0.7,-0.4,-0.1,2.7,1.2
UPR XBP1 act,-3,-1,2,-3,0,-1,-1,-1
EBI2 block,14,32,-14,0,11,-8,22,-2
CXCR6 block,1,0,-1,2,2,-4,-5,-6
Gli-Sufu block,-2,-23,-14,5,-10,4,-2,0
Jurkat NFkB inh,7,6,-8,-2,-16,-10,-16,0
Mdm2-MdmX inh,-1,3,-26,8,-6,9,14,41

Just UPR XBP1 act, Gli-Sufu block and 697 NFkB inh, for four of the compounds above:
nr	Compound	UPR XBP1 act	Gli-Sufu block	697 NFkB inh
25	CCOc1ccc(CN2CCN(Cc3cccn3-c3cccnc3)CC2CCO)cc1 (stereo unspecified)	0	-5	5
26	Cc1nn(C)c(C)c1/C=C/C(=O)c1cccs1	5	-1	-37
27	CC1CN(C(=O)c2cc3c(=O)n4ccccc4nc3s2)CC(C)O1 (stereo unspecified)	-2	1	8
28	O=C(NCCCN1CCCC1=O)c1cccc(S(=O)(=O)Nc2ccccc2Cl)c1	0	-2	7

The results go on:
49) C=CCOc1ccc(CNn2cn[nH]c2=S)cc1
50) O=C(NCC(O)CN1CCOCC1)c1ccc([N+](=O)[O-])cc1 (stereo unspecified)
51) COC(OC)c1ccnc(-c2ccc(OC(=O)c3cccs3)cc2)n1
52) CCN(CC)CCNC(=O)Cc1nn(CC)c(=O)c2ccccc12
53) O=C(Nc1nc2ccc(F)cc2s1)C1CC(=O)N(c2ccc3c(c2)OCCO3)C1 (stereo unspecified)
54) COc1ccc(-n2nc(C(=O)N3CCN(c4ccc(F)cc4)CC3)c3ccccc3c2=O)c(OC)c1
55) O=C(Cc1coc2cc3c(cc12)CCC3)OCC(=O)N1CCCC1=O
56) O=C(CSc1nnc(-c2cccnc2)n1Cc1ccco1)c1ccc(Br)cc1
57) Cc1ccc2c(CC(=O)NC3CCS(=O)(=O)C3)coc2c1C (stereo unspecified)
58) O=C(NNS(=O)(=O)c1ccc(F)cc1F)c1csc(-c2cccnc2)n1
compound no.,49,50,51,52,53,54,55,56,57,58
CCR6 antag,8,1,4,14,10,11,-2,7,-4,-5
697 NFkB inh,-5,4,16,2,-13,.,25,12,6,0
UPR CHOP act,0.5,-0.4,4.8,-1.8,-0.2,.,-1.3,-0.7,-1.8,-0.6
UPR XBP1 act,-1,-4,4,1,-3,.,-5,3,-4,1
EBI2 block,-7,-20,8,0,2,1,4,13,1,2
CXCR6 block,-9,-12,5,-2,-7,-2,-2,-4,-1,-1
Gli-Sufu block,2,-7,-23,4,-4,10,1,5,2,0
Jurkat NFkB inh,-9,-1,-8,-7,4,.,4,-9,3,-4
Mdm2-MdmX inh,-9,15,-3,9,13,.,6,-29,6,0

Screens (PubChem BioAssay)

The order is random; 5% or so of the library scored in one or more.
